Screens (PubChem BioAssay)
TPT1 inh: inhibitors of Candida albicans tRNA 2'-phosphotransferase TPT1; inhibition, % at 5 µM; AID 1962; recombinant caTPT1, FP RNA substrate dephosphorylation; 0.81% of 300,000 active;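 active = inhibition above the mean of all tested compounds plus 3 SD, set per screening campaign, cut at about 24% in these data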;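 note: plate controls were DMSO alone for no effect and ferristatin control at 100 nM for full effect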
MEX-5 binding: C. elegans MEX-5 TCR-2 RNA binding activity; MEX-5/FITC-TCR2 RNA binding, fluorescence polarization; stronger effect = lower value; activity score (negative = inhibition of binding), % at 10 µM; 0.38% of 300,000 active; Q9XUB2; AID 1832;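 active = inhibition past about -25% in most replicates, and total fluorescence under double the plate's negative control median, limit read from the data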;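 note: 0% = DMSO and -100% = 5 µM competing unlabeled TCR2 RNA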
GLD-1 TGE inh: GLD-1-TGE RNA interaction inhibition (C. elegans); AID 2280; purified GLD-1 + fluorescein TGE RNA, fluorescence polarization; 0.44% of 320,000 active; inhibition, % at 5.96 µM; Q17339;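 active = percent inhibition above a per-plate cutoff, the plate mean of test compounds plus 3 SD, cut at about 30% in these data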;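 note: 0% = DMSO wells with GLD-1 and probe and 100% = wells lacking GLD-1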
Target sequence (Q17339 whole entry, looked up): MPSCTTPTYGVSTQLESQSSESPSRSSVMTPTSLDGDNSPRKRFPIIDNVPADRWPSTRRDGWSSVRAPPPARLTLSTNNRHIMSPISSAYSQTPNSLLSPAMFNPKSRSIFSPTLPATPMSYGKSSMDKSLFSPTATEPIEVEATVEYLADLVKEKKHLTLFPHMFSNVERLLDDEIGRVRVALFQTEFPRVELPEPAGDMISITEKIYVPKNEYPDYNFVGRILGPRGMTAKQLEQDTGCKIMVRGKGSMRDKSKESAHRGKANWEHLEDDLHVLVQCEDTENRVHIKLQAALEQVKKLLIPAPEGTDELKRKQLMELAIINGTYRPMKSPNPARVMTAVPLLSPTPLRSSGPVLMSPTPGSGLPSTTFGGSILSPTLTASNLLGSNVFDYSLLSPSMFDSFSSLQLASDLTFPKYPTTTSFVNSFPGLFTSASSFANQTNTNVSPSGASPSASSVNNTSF
BCLXL inh: blocks human Bcl-xL binding to Bim BH3 peptide | Q07817 | GST-Bcl-xL / FITC-Bim BH3 peptide fluorescence polarization | inhibition, % at 10.9 µM | 0.7% of 320,000 active | AID 2129;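 active = inhibition above the mean of all tested compounds plus 3 SD, cutoff set per campaign, cut at about 30% in these data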;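 note: 0% = DMSO wells and 100% = unlabeled Bim-BH3 peptide competitor; inhibitors lower millipolarization by displacing the labeled peptide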
GSTO1 inh: GSTO1 inhibition, counter-screen for RBBP9 inhibitors; recombinant GSTO1, activity-based probe fluorescence polarization; AID 1974; 1.1% of 300,000 active; inhibition, % at 5.96 µM;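 active = inhibition above the campaign mean inhibition plus 3 SD, cut at about 35% in these data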;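 note: 0% = GSTO1-1 with DMSO and 100% = wells lacking GSTO1-1 enzyme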
PAD4 FP inh: inhibitors of human PAD4; Q9UM07; recombinant PAD4, RCA probe fluorescence polarization; inhibition, % at 6.36 µM; 0.41% of 330,000 active; AID 485272;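 active = percent inhibition above a cutoff equal to the mean of all tested compounds plus 3 SD, cut at about 15% in these data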;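 note: 0% = PAD4 with RCA probe and DMSO and 100% = probe without PAD4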
Target sequence (Q9UM07 whole entry, looked up): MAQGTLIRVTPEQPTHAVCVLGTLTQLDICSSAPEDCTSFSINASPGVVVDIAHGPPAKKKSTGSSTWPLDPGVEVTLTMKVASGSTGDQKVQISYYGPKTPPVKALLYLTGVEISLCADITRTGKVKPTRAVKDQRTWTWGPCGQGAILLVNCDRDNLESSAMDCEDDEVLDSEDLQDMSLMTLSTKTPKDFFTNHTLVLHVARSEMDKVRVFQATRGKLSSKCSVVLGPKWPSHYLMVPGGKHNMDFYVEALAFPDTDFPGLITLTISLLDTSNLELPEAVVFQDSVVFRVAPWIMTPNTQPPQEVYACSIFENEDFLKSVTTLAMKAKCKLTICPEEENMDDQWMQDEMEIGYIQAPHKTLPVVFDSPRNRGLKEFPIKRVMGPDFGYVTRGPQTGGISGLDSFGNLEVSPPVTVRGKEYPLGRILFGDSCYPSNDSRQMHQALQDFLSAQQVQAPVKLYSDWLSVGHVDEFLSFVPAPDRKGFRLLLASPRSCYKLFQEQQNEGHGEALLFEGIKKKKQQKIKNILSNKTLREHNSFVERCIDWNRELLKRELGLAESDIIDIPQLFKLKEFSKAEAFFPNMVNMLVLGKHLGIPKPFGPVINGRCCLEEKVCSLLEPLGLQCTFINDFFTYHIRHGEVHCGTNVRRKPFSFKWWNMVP
PME-1 primary: PME-1 (human) inhibition; Q9Y570; recombinant PME-1, FP-Rh probe fluorescence polarization; inhibition, % at 5.9 µM; 0.53% of 320,000 active;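 active = inhibition above the campaign mean of all compounds plus 3 SD, cut at about 26% in these data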;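 note: competitive labeling of PME-1 active site by serine hydrolase directed probe; 0% = PME-1 with DMSO and 100% = wells lacking PME-1 enzyme; inhibitors block probe labeling so polarization falls and inhibition rises; many of its hits are not listed in these tables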
Fam108B counter: Fam108B inhibition, counter-screen for RBBP9 inhibitors; 0.33% of 300,000 active; inhibition, % at 9.51 µM; AID 1947; recombinant Fam108B, FP-Rh probe fluorescence polarization;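 active = inhibition above the screen mean inhibition plus 3 SD, computed separately per campaign, cut at about 18% in these data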;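 note: inhibitors lower polarization as less probe binds the enzyme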
MCL1-BIM inh: disrupts human MCL1 binding to BIM-BH3 peptide | Q07820 | GST-MCL1 / FITC-Bim-BH3 fluorescence polarization | inhibition, % at 10.9 µM | 0.68% of 320,000 active | AID 2057;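 active = inhibition above the mean inhibition of all tested compounds plus 3 SD, set per campaign, cut at about 40% in these data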;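 note: 0% = DMSO wells and 100% = unlabeled Bim-BH3 peptide control; higher means more loss of mP so more displacement of Bim peptide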
Numbers without * were called inactive; / = no result given. The list is partial; the hit share may differ from the screen's.

SMILES | TPT1 inh | MEX-5 binding | GLD-1 TGE inh | BCLXL inh | GSTO1 inh | PAD4 FP inh | PME-1 primary | Fam108B counter | MCL1-BIM inh
CC1(C)Cc2cccc(Oc3cc(NN4CCCCC4)c([N+](=O)[O-])cc3[N+](=O)[O-])c2O1 | 0 | -0.7 | 0 | 1 | 0 | 0 | 2 | -3 | -2
CCCCCCNC(=O)c1ncn[nH]1 | 1 | -4.7 | -4 | 0 | -2 | 4 | 2 | -5 | -1
C(=N/Nc1nc(-c2ccccc2)cc(-c2ccccc2)n1)/c1cccnc1 | -2 | 1.6 | -4 | 4 | -17 | 0 | 0 | -5 | 12
Cc1cc(C)nc(NC(=O)Cc2ccc([N+](=O)[O-])cc2)c1 | 6 | 1.1 | 3 | 1 | 3 | -5 | -1 | -5 | 2
CCOC(=O)C(C)Sc1ncnc2nc[nH]c12 (stereo not drawn) | -1 | 0.5 | 2 | 4 | 7 | -3 | 1 | 4 | 4
Cc1nc(Oc2ccccc2)c2ccsc2n1 | 2 | 1.3 | -8 | -4 | 0 | -2 | 1 | -2 | -5
CC1=C(C(=O)OC(C)C)C(c2ccsc2)NC(=O)N1C (stereo not drawn) | 0 | 1.0 | 1 | 5 | -1 | 1 | 2 | 1 | -1
CCOc1ccccc1NS(=O)(=O)c1ccc(-n2cccn2)cc1 | 1 | 2.4 | 2 | 1 | -2 | 5 | 7 | 2 | -3
CCOc1cccc(-n2nnnc2-c2ccc(OC)cc2)c1 | 1 | -1.3 | -3 | 2 | -3 | -3 | 2 | 5 | -5
COc1ccc(CCNC(=O)Oc2ccccc2)cc1OC | 2 | -0.4 | 0 | 2 | 0 | 1 | 3 | 3 | 4
COc1cc(NC(=O)C2CCCN(S(=O)(=O)c3ccc4c(c3)oc(=O)n4C)C2)cc(OC)c1 (stereo not drawn) | -1 | 0.7 | 4 | 7 | 10 | 3 | -2 | 2 | 15
O=C(/C=C/c1cccs1)N1CCN(c2ccccc2)CC1 | 2 | 0.1 | 8 | 1 | 1 | -5 | -1 | 1 | -5
C/C(=N\OCC(=O)Nc1ccc(OC(F)(F)F)cc1)c1ccc2c(c1)OCCO2 | 4 | 0.7 | 2 | 7 | -1 | -2 | -10 | -7 | 0
O=C(NCC1CCCN1S(=O)(=O)c1ccccc1)c1cccc(Cl)c1 (stereo not drawn) | 4 | -2.7 | 4 | 5 | -2 | -3 | 4 | 0 | 4
Cc1cccc(OCC(=O)N2CCN(C(=O)COc3ccc(Cl)cc3)CC2)c1 | 1 | 0.1 | -2 | 3 | 9 | -2 | 1 | 3 | 3
CCCc1nc2nc(C)c(NS(=O)(=O)c3ccc(CC(C)C)cc3)c(=O)n2[nH]1 | 2 | -1.0 | -2 | 4 | -46 | 1 | 1 | -3 | -1
CCOc1cc(C(=O)Nc2nnc(S(=O)(=O)N3CCOCC3)s2)cc(OCC)c1OCC | -2 | 2.0 | -5 | 2 | -2 | -2 | 6 | 0 | -2
[N-]=[N+]=CC(=O)C(Cc1ccccc1)N1C(=O)c2ccccc2C1=O (stereo not drawn) | 0 | -0.8 | 6 | 2 | 18 | -3 | 2 | -1 | -3
CN(Cc1nccn1C)C(=O)CC1C(=O)NCCN1Cc1ccc(F)cc1Cl (stereo not drawn) | -5 | 0.7 | 12 | 12 | 6 | 2 | -2 | 3 | 14
Nc1nc(CN2CCN(c3ccccc3F)CC2)nc(Nc2ccccc2)n1 | 1 | -1.9 | -1 | -6 | 4 | -3 | 3 | -1 | -1
COc1ccc(CCNS(=O)(=O)c2ccc(OC)c(OC)c2)cc1OC | -1 | -1.3 | 9 | 0 | 10 | -6 | -5 | -1 | 4
COC(=O)C(=C/C=C/c1ccco1)C(=O)OC | -3 | -5.2 | 0 | 4 | -6 | -7 | 1 | 0 | -1
O=C(Cc1ccc(Cl)c(Cl)c1)NC1CCCCCC1 | 2 | -1.2 | 1 | 1 | -4 | -2 | 0 | -3 | -2
NCCCC[C@H](NC(=O)C1CCNCC1)c1nnc(CN)o1 | 0 | 3.2 | -3 | 12 | 0 | -2 | -1 | 3 | 6
COc1ccc(NC(=O)Nc2c(C)n(C)n(-c3ccccc3)c2=O)cc1OC | 2 | -0.1 | -5 | 5 | 3 | 0 | 4 | 2 | 6
More structures.
SMILES | TPT1 inh | MEX-5 binding | GLD-1 TGE inh | BCLXL inh | GSTO1 inh | PAD4 FP inh | PME-1 primary | Fam108B counter | MCL1-BIM inh
O=C(Nc1ccc(Cl)cc1)OCCn1nnnc1C(c1ccccc1)N1CCOCC1 (stereo not drawn) | -3 | 1.1 | 1 | 5 | -1 | -5 | 2 | -2 | 6
CCOC(=O)[C@H]1[C@H]2COc3ccc(OC)cc3[C@H]2N2C(=O)CNC(=O)[C@@]12C | / | / | -7 | 5 | / | -4 | 2 | / | 9
CC1(C)CC2CC(C)(CN2S(=O)(=O)c2ccc(N)cc2)C1 (stereo not drawn) | 2 | -0.9 | 0 | -1 | 3 | 0 | -7 | -1 | -1
CCN(CC)CC#CCC(OC)(c1ccccc1)c1ccccc1 | 1 | -1.3 | 6 | 4 | 0 | -9 | 1 | 1 | 3
CCOc1ccc(NC(=S)N(CCc2ccncc2)C(C)C)cc1 | -3 | 1.1 | 4 | 2 | 2 | -5 | -3 | -4 | 1
COC(=O)C(NC(C)=O)(Nc1ccc(C)cn1)C(F)(F)F (stereo not drawn) | -2 | -3.2 | 3 | 1 | -2 | 2 | 0 | 0 | 2
CCOC(=O)Cc1ccc(NC(=O)c2cccc([N+](=O)[O-])c2)cc1 | 0 | 2.2 | 2 | 6 | -1 | 2 | 2 | 1 | 8
COc1ccc(C(=O)c2cnc3cc4c(cc3c2C)OCO4)cc1 | 8 | 2.2 | 2 | 1 | -5 | -3 | 1 | -3 | -4
CCn1c(C)cc(/C=C2\NC(=O)N(Cc3ccccc3)C2=O)c1C | 1 | 1.3 | 4 | 7 | 12 | 4 | 1 | 2 | -5
O=C(C(NS(=O)(=O)c1cccc2nsnc12)c1ccccc1)N1CCN(c2ccccn2)CC1 (stereo not drawn) | -4 | 0.7 | 0 | 5 | -10 | -6 | -2 | 3 | 5
COC(=O)c1ccc(OCC(=O)c2ccccc2OC)cc1 | -6 | -1.1 | 4 | 1 | 0 | 0 | -5 | -5 | 21
COC(=O)c1ccc(N=NN2CCCCC2)cc1 | -2 | 0.1 | -2 | 6 | 2 | -1 | 2 | -2 | 4
Cc1ccc(-c2nc(C#N)c(NCCN3CCCCC3)o2)cc1 | 1 | 1.2 | 12 | -1 | 0 | -6 | 0 | 2 | 2
CCN(CC)CCN1C(=O)c2ccccc2NC1c1ccc(N(C)C)cc1 (stereo not drawn) | -7 | / | 17 | 5 | -8 | -3 | 1 | -1 | 4
Oc1ccc(Br)cc1/C=N/n1cnc2ccccc21 | 0 | -0.6 | 10 | 4 | -9 | -1 | 2 | -3 | 0
O=C(c1ccc2c(=O)n(-c3ccccc3)c(=S)[nH]c2c1)N1CCN(c2ccccc2)CC1 | / | / | 1 | 4 | / | 1 | 0 | / | 12
Cc1nc(-c2ccc(C#N)cc2)cs1 | -1 | 1.0 | -3 | 1 | 3 | -3 | -12 | -3 | -2
c1ccc2c(Nc3nnc(-c4ccncc4)s3)cccc2c1 | 2 | 1.2 | 5 | 3 | 5 | -4 | -6 | -2 | -1
Cn1c(=O)[nH]c(=O)c2c1nc(Br)n2CCCSc1nc2ccccc2o1 | -1 | -1.3 | 5 | -5 | -4 | -4 | -3 | -2 | -2
O=c1ncn(-c2ccc(F)cc2)c2ncccc12 | 1 | -1.1 | -4 | 1 | 1 | -2 | 3 | 5 | 6
CCCCOc1ccc(/C=C/C(=O)OCC(=O)c2c(N)n(C)c(=O)n(C)c2=O)cc1OCC | -4 | -3.2 | -8 | 3 | -12 | 1 | -7 | -2 | 9
COc1ccc(S(=O)(=O)NC2CC(C)(C)NC(C)(C)C2)cc1C(C)C | 3 | 0.3 | -2 | 2 | -5 | -5 | -7 | 0 | 3
Cc1ccc([N+](=O)[O-])cc1-c1ccc(/C=N/NC(=O)c2cc3c(ccc4ccccc43)o2)o1 | 4 | -1.6 | 2 | 6 | -2 | -1 | -7 | -7 | 4
C=CCn1c(N)cc(=O)nc1SC(CC)C(=O)Nc1ccc(C(C)=O)cc1 (stereo not drawn) | 0 | 1.4 | -1 | 3 | 3 | -1 | 1 | -3 | 7
CCOC(=O)N1CCC(NC(=O)Cn2ncc3c2-c2cc(C)ccc2OC3)CC1 | -4 | -1.1 | 9 | 7 | 3 | 0 | -9 | 0 | 3
Next part:
SMILES | TPT1 inh | MEX-5 binding | GLD-1 TGE inh | BCLXL inh | GSTO1 inh | PAD4 FP inh | PME-1 primary | Fam108B counter | MCL1-BIM inh
CN1C(=O)c2ccc(NC(=O)c3c(C(=O)O)cccc3[N+](=O)[O-])cc2C1=O | -2 | -1.7 | 10 | 8 | -3 | -1 | -1 | -1 | 15
COc1ccc(Nc2nc(Nc3ccc(OC)cc3)nc(SC3=NCCS3)n2)cc1 | 0 | -2.3 | 1 | 6 | -9 | 1 | 20 | 5 | 7
CCCCCCCC/C=C\CCCCCCCC(=O)NCCc1ccc(O)c(O)c1 | 0 | / | 28 | 6 | 5 | 4 | -14 | 2 | 11
O=C1NCCC12C(=O)Nc1ccccc12 (stereo not drawn) | -2 | -0.5 | 5 | 0 | 6 | 3 | 1 | 2 | 0
COc1ccc2oc(C(=O)OCC(=O)NC(=O)NC(C)C)c(C)c2c1 | -3 | -2.4 | 1 | 4 | -6 | 1 | -4 | -2 | -2
O=C(O)Cn1ncc2c1-c1ccoc1CC2 | -2 | -4.3 | 14 | 8 | 3 | -1 | 0 | 1 | 11
COc1ccc(C(=O)NCc2cccc(Cl)c2)cc1S(=O)(=O)N1CCOCC1 | / | / | -5 | -2 | / | -1 | -3 | / | 2
CCOC(=O)C1CCN(C(=O)Cn2cnc3sc(C)c(S(=O)(=O)N4CCOCC4)c3c2=O)CC1 | -6 | 0.9 | 2 | 9 | 16 | 3 | 1 | 4 | 10
CCOC(=O)Cn1c(Br)nc2c1c(=O)[nH]c(=O)n2C | 1 | -0.1 | 9 | 4 | 2 | 0 | 0 | -2 | 8
COC(=O)Cn1c(=NC(=O)c2cc(OC)c(OC)c(OC)c2)sc2cc(OC)ccc21 | -3 | -2.4 | 6 | 2 | 1 | 5 | -8 | -3 | -7
CC1=CC2=NC(=O)/C(=C\c3cc(C)n(-c4ccccc4)c3C)C(=N)N2O1 | -2 | -0.6 | -1 | 5 | 0 | -2 | 4 | -2 | 8
O=C(Cc1n[nH]c(=O)c2ccccc12)OCc1c(Cl)cccc1Cl | -1 | 5.5 | -1 | 1 | 2 | 0 | -2 | -1 | -3
CC(CCc1ccccc1)NC(=O)COC(=O)c1ccc(NC(N)=O)cc1 (stereo not drawn) | 0 | -0.9 | 1 | 1 | 1 | 1 | -8 | -8 | 0
COc1ccc(OC)c(NC(=O)C2CCCNC2=O)c1 (stereo not drawn) | -9 | 1.3 | 2 | 3 | 5 | 5 | -1 | 0 | 5
O=C(NNC(=S)NCc1ccccc1)c1cccc([N+](=O)[O-])c1 | 6 | -2.9 | 7 | -2 | 0 | -3 | 1 | -2 | -1
O=C(COC(=O)c1ccc([N+](=O)[O-])s1)NCc1ccc(F)cc1 | 0 | -0.8 | 3 | -4 | 43* | 4 | 8 | 6 | -1
O=C(Nc1nc2ccccc2s1)C1CC(=O)N(c2ccc(Br)cc2)C1 (stereo not drawn) | 0 | 2.1 | 7 | 9 | -4 | 5 | -2 | -3 | 2
